# AmpC inh det: Promiscuous and Specific Inhibitors of AmpC Beta-Lactamase (assay with detergent) | actives 0.09% (n = 71,000) | P00811 | Potency, µM (titrated, usually from 28.7 µM), for the others: top-dose activity change, negative = inhibition | AID 584, 2007 | purified AmpC, nitrocefin hydrolysis with detergent; active = well fitted curve in the direction sought with a large enough effect
# Target sequence (P00811 whole entry, looked up): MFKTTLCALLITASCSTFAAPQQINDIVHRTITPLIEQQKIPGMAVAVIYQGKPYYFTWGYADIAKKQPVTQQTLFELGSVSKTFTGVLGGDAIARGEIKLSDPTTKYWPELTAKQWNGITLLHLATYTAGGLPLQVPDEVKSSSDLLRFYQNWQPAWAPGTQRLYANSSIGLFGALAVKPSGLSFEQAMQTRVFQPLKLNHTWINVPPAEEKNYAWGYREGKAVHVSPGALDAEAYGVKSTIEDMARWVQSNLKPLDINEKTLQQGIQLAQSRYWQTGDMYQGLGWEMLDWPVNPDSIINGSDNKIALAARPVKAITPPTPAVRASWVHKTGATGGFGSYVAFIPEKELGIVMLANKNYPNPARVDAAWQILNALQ
#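 E. coli AmpC (5.3 nM) in 20 mM phosphate pH 7.0 with 0.01% Triton X-100, preincubated 15 min RT with compound; nitrocefin (2 uL of 800 uM stock) hydrolysis followed by 480 nm absorbance every 20 s over 4 min.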
# Numbers without * were called inactive; & = joins results of further samples; [ ] = dose if it differs, or a comment. % is set by controls: 0 for no effect and ±100 for the full control effect; potency is the fitted concentration of half-maximal effect. A portion of the library; count on the stated rates, not on these rows.
SMILES,AmpC inh det
COc1ccc(C(NC(=O)CNC(C)=O)C(=O)Nc2ccc3c(c2)OCCO3)cc1 (configuration not stated),1%
O=P(O)(O)Cc1ccccc1OP(=O)(c1ccccc1)c1ccccc1,2%
CCOc1cc2[nH]c(=O)n(CCCCC(=O)NC3CCCCCC3)c(=O)c2cc1OCC,-3%
Cc1c(C(=O)NCc2ccc3c(c2)OCO3)oc2ccc(S(=O)(=O)N3CCC(C)CC3)cc12,-5%
O=C(CCS(=O)(=O)c1cccc2nsnc12)N1CC(=O)N(CCc2ccccc2)C(=O)C1,-2%
Cc1nn2c(NCCCN3CCOCC3)c3c(nc2c1-c1ccccc1)CCC3,-3%
COc1ccc(C(=O)Nc2cc(C)on2)cc1,-2%
CCCC(=O)Nc1cccc(NC(=O)CN2CCN(c3ccccc3OC)CC2)c1,-3%
CCOc1ccc(-c2csc(NC(=O)C3CCCO3)n2)cc1 (configuration not stated),-4%
O=C(NCC(c1cccnc1)N1CCOCC1)c1ccco1 (configuration not stated),2%
O=C(Cn1cnc2c(nnn2-c2ccc(F)cc2)c1=O)N1CCCc2ccccc21,-2%
CCOc1ccc(OCc2cccc(C(=O)N3CCCC3)c2)cc1,-5%

# Reprinted from the results shown, two compounds:
SMILES,AmpC inh det
COc1ccc(C(=O)Nc2cc(C)on2)cc1,-2%
CCCC(=O)Nc1cccc(NC(=O)CN2CCN(c3ccccc3OC)CC2)c1,-3%

# Next entries:
SMILES,AmpC inh det
O=C(NCc1ccco1)C1CCN(S(=O)(=O)N2CCOCC2)CC1,-4%
Cc1ccc(Cn2c(SCC(=O)Nc3cc(C)on3)nc3ccccc3c2=O)cc1,-1%
CC1CCCCN1C(=O)CSc1nnc(-c2c[nH]c3ccccc23)o1 (configuration not stated),-4%
Cc1cn2c(-c3cccnc3)nnc2s1,-2%
COc1ccccc1-c1nc(N2CCN(C)CC2)c2ccccc2n1,10%
Cc1ccccc1-c1cc(NCCN2CCOCC2)ncn1,12%
Cn1c(C(=O)N2CCC(C(N)=O)CC2)cc2c(=O)n(C)c3ccccc3c21,9%
CCOCCCNS(=O)(=O)c1ccc(NC(=O)c2ccccc2)cc1,1%
CCOP(=O)(c1c(F)c(F)c(F)c(F)c1F)C(O)c1ccccc1 (configuration not stated),-1%
COc1ccc(N2CCN(C(=O)c3ccc4c(c3)OCO4)CC2)cc1,6%
O=C(O)/C=C\C(=O)N1Cc2cc3ccccc3nc2C1,-2%[5.75 µM]
COc1ccc(S(=O)(=O)N(C)CC(=O)N2CCCCC2)cc1Cl,-6%
Cc1cc(=O)[nH]c(SCC(=O)NCCOc2ccccc2)n1,0%
CCN(CC)S(=O)(=O)c1ccc2oc(C(=O)NCc3ccc(F)cc3)c(C)c2c1,0%
CS(=O)(=O)c1ccc2nc(NC(=O)c3ccco3)sc2c1,9%
O=C(NCCC1=CCCCC1)c1ccc2c(=O)n3c(nc2c1)CCCCC3,4%
CCOC(=O)c1sc(NC(=O)C(CC)Sc2nccn2C)nc1C (configuration not stated),-2%
CN1CCN(c2nc(-c3cccnc3)nc3ccccc23)CC1,4%&9%
CS(=O)(=O)N1CCC[C@@]2(CCN(c3ccccn3)C2)C1,1%
Cc1ccc(-c2noc(CN(C(=O)CCN3C(=O)c4ccccc4C3=O)C(C)C)n2)cc1,-1%
CCC(=O)N1CCN(CCN=Cc2c(O)n(C)c(=O)n(C)c2=O)CC1,-1%
Cc1nc(SCC(=O)N2CCN(C(=O)c3ccco3)CC2)c2c(C)c(C)sc2n1,6%
CC(=O)N1CCc2c(sc(NC(=O)c3ccc4c(c3)OCCO4)c2C#N)C1,8%
COCCn1c(=O)c(-c2ccc(OC)cc2)nc2cnc(OC)nc21,-1%
O=C(NCCc1ccc(F)cc1)N1CCOCC1,-3%
COc1cc(NC(=O)C2CCCN2C(=O)OCc2ccccc2)cc(OC)c1 (configuration not stated),-6%
COc1ccc(OC)c(Nc2cc(C(=O)NCCCN3CCOCC3)c3ccccc3n2)c1,-4%
CCOc1ccccc1NC(=O)Cn1nnc(C(=O)Nc2ccc(C)cc2)c1N,-4%
Cc1cc(NC(=O)Cn2nc(-c3ccccc3F)ccc2=O)ccc1-n1cnnn1,-1%
Cc1nc2cc(N3CCOCC3)c(NC(=O)C3CC3)cc2c(=O)n1Cc1ccccc1,-3%
COCCn1c(=O)c(-c2ccccc2)nc2cnc(Oc3ccccc3)nc21,5%
CCOC(=O)C1CCCN(c2c(N3CCc4ccccc4C3)c(=O)c2=O)C1 (configuration not stated),12%
COc1ccc(OC)c(C(=O)CSc2nnc(-c3cccnc3)n2C)c1,-4%
CCCCP(=O)(c1ccccn1)c1ccccn1,2%
O=c1c(-c2ccc(Cl)cc2)nc2cnc(Oc3ccccc3)nc2n1C1CC1,0%
O=c1c(-c2ccccc2)nc2cnc(N3CCOCC3)nc2n1Cc1ccc(F)cc1,-1%
BrCC(Br)C1CCC(Br)C(Br)C1 (configuration not stated),9%
CNC(=O)c1ccc2nc(NC(C)=O)sc2c1,0%
CC(C)(CNS(=O)(=O)c1ccc(Cl)cc1)N1CCCCC1,-3%
Cc1occc1-c1nnc(SCC(=O)c2c[nH]c3ccccc23)n1C,-2%
O=C1C2C3C=CC(C3)C2C(=O)N1c1n[nH]c(-c2cccnc2)n1 (configuration not stated),-4%
O=c1ccc(Oc2nc(N3CCCCC3)nc(N3CCCCC3)n2)n[nH]1,-3%
O=C(O)CCC(=O)Nc1ccc(N2CCOCC2)cc1,-6%
CCCCN(CCCC)CCCNC(=O)CC1Oc2ccc(C)cc2NC1=O (configuration not stated),-8%
CC(=O)NC(CCS(C)(=O)=O)C(=O)Nc1ccc2c(c1)OCO2 (configuration not stated),10%
CCC(C)(C)NC(=O)C(c1cccc(OC)c1)N(C(=O)c1ccn[nH]1)c1cccc(OC)c1 (configuration not stated),7%
COc1ccc(-c2noc(-c3cccc(OC)c3OC)n2)cc1OC,12%
Cc1ccc(N2C(=O)C3C(C2=O)C(C(=O)c2ccc(Cl)cc2)N2CCCC32)cc1 (configuration not stated),-3%
O=C(CCCC(=O)Nc1cccnc1)Nc1cccnc1,-1%
Cc1noc(C)c1C(=O)N1CCC2(CCN(Cc3cc(C(F)(F)F)cc(C(F)(F)F)c3)CC2)CC1,6%
COCCn1c(SCC(=O)N2CCC(C)CC2)nc2ccccc2c1=O,-1%
CNc1ncnc2c1ncn2[C@H]1C[C@H](OP(=O)(O)O)[C@H](COP(=O)(O)O)O1,-1%
O=C(c1ccccc1)N1CCCC(C(=O)N2CCCCCC2)C1 (configuration not stated),-3%
Cc1ccc(SCc2[nH]nc3c2C2(CCSCC2)C(C#N)=C(N)O3)cc1,-3%
Clc1ccc2[nH]c3c(NCC4CCCO4)ncnc3c2c1 (configuration not stated),-2%
CN(C)CCCO[C@H]1[C@@H]2OC(C)(C)O[C@@H]2O[C@@H]1[C@H](O)CO,-1%[12.8 µM]
COc1cccc(-c2nn(C)c3sc(C(=O)N4CCN(c5ccccc5)CC4)cc23)c1,-5%
COCCN(CC(=O)NCC1CCCO1)C(=O)CCC(=O)Nc1cc(C)on1 (configuration not stated),-3%
COc1cccc(Cn2c(=O)c(-c3ccccc3)nc3cnc(N(C)C)nc32)c1,3%
N#CCCn1c(=O)c(-c2cccs2)nc2cnc(Nc3ccccc3)nc21,0%
# (next part)
SMILES,AmpC inh det
COc1ccc(OC)c(S(=O)(=O)Nc2ccc(O)c(Sc3ncn[nH]3)c2)c1,-5%
Cc1ccc(S(=O)(=O)c2c(C)nn(C(C)(C)C)c2OC(=O)c2ccc(Br)o2)cc1,3%
CCCN1C(=O)C(O)(C/C(C)=N/O)c2ccccc21 (configuration not stated),-2%
CCOC(=O)c1cnc(SCC(=O)NCc2cccs2)nc1N,-1%
COc1ccc(OC)c(N2C(=O)NC(=O)C(CCc3ccncc3)(CCc3ccncc3)C2=O)c1,-2%
CC(C)(C)n1ncc2c(=O)n(CC(=O)Nc3ccc(Cl)cc3)cnc21,8%
COCC(=O)N1CCC2(CCCN(c3ncccn3)C2)CC1,-5%
CC(C)Cn1c(N)c(C(=O)NCCN2CCOCC2)c2nc3ccccc3nc21,-4%
Cc1cc(C(F)(F)F)nc(NCc2cccnc2)n1,9%
COCCn1c(=O)c(-c2cn(C)c3ccccc23)nc2cnc(OCc3ccccc3)nc21,-1%
COc1ccc(C2=NO[C@@H]3C(=O)N(c4cccc(C)c4C)C(=O)[C@H]23)cc1OC,-5%
O=C1CC(c2ccco2)CC2=C1C=Nc1ccccc1N2 (configuration not stated),-4%
O=C(CCS(=O)(=O)c1ccc(Cl)cc1)OCC(=O)N1CCCCC1,-3%
COCCn1c(C)cc(C(=O)COC(=O)c2n[nH]c3ccccc23)c1C,12%
O=C(O)c1ccn(Cn2cnc3ccccc32)n1,-2%
O=C(N1CCCC1)N1CCN(c2ncnc3c(-c4ccc(Cl)cc4)nsc23)CC1,3%
Cn1c(C(=O)NCCN2CCN(c3ccccc3F)CC2)cc2c(=O)n(C)c3ccccc3c21,16%
CCOC(=O)c1sc(NC(=O)CSc2nnnn2-c2ccc(C)cc2)c(C(=O)OCC)c1C,-4%
Cc1sc2nnn(CC(=O)N3CCN(C(=O)c4ccco4)CC3)c(=O)c2c1C,-1%
COc1ccc(-c2csc(Cc3nnc(N4CCOCC4)n3-c3ccccc3)n2)cc1,-4%
COC(=O)[C@@]1(Cc2ccc(OC)cc2)[C@H]2c3cc(C(=O)N4CCCC4)n(CCc4ccc(O)c(OC)c4)c3C[C@H]2CN1C(=O)c1ccccc1,-1%
CCCC[C@@H]1C[C@H]1C(NC(=O)Cc1ccccc1)c1ccc(-c2ccccc2)cc1 (some centres not stated),22%
C[N+]1(CCCC[N+]2(C)CCCCCCC2)CCCCCCC1,-5%[5.75 µM]
COc1ccc(CC(=O)Nc2c3c(nn2-c2cccc(Cl)c2)CS(=O)C3)cc1 (configuration not stated),-3%

# Arranged by SMILES length (highest first): some entries from above
SMILES,AmpC inh det
COC(=O)[C@@]1(Cc2ccc(OC)cc2)[C@H]2c3cc(C(=O)N4CCCC4)n(CCc4ccc(O)c(OC)c4)c3C[C@H]2CN1C(=O)c1ccccc1,-1%
COc1ccc(C2=NO[C@@H]3C(=O)N(c4cccc(C)c4C)C(=O)[C@H]23)cc1OC,-5%
Cn1c(C(=O)NCCN2CCN(c3ccccc3F)CC2)cc2c(=O)n(C)c3ccccc3c21,16%
CCCC[C@@H]1C[C@H]1C(NC(=O)Cc1ccccc1)c1ccc(-c2ccccc2)cc1 (some centres not stated),22%
COCCn1c(=O)c(-c2cn(C)c3ccccc23)nc2cnc(OCc3ccccc3)nc21,-1%
O=C(N1CCCC1)N1CCN(c2ncnc3c(-c4ccc(Cl)cc4)nsc23)CC1,3%
Cc1sc2nnn(CC(=O)N3CCN(C(=O)c4ccco4)CC3)c(=O)c2c1C,-1%
CC(C)Cn1c(N)c(C(=O)NCCN2CCOCC2)c2nc3ccccc3nc21,-4%
COCCn1c(C)cc(C(=O)COC(=O)c2n[nH]c3ccccc23)c1C,12%
O=C(CCS(=O)(=O)c1ccc(Cl)cc1)OCC(=O)N1CCCCC1,-3%
C[N+]1(CCCC[N+]2(C)CCCCCCC2)CCCCCCC1,-5%[5.75 µM]
COCC(=O)N1CCC2(CCCN(c3ncccn3)C2)CC1,-5%
O=C1CC(c2ccco2)CC2=C1C=Nc1ccccc1N2 (configuration not stated),-4%
Cc1cc(C(F)(F)F)nc(NCc2cccnc2)n1,9%
O=C(O)c1ccn(Cn2cnc3ccccc32)n1,-2%

# Remaining list, next part
SMILES,AmpC inh det
CC(C(=O)Oc1ccc2c(c1)OCO2)N1C(=O)c2ccccc2C1=O (configuration not stated),0%
COc1ccc2cc(CCNC(=O)c3ccc4c(c3)OCO4)c(=O)[nH]c2c1,7%
Cc1csc(NC(=O)CSc2nnc(Cn3c(=O)sc4ccccc43)n2-c2ccccc2)n1,2%
COCCn1c(=O)c(CCc2ccccc2)nc2cnc(OC)nc21,-1%
CC(=O)Nc1ccc(NC2=CC(=O)CC(C)(C)C2)cc1,5%
O=C(c1ccco1)N1CCN(S(=O)(=O)c2cccc3nsnc23)CC1,-3%
O=C(CCN1C(=O)c2ccccc2C1=O)Nc1ccc(S(=O)(=O)N2CCOCC2)cc1,-3%
O=S(=O)(NCC1CCCO1)c1cccc2nsnc12 (configuration not stated),-1%
CCCC(C(=O)NCC1CCCO1)N(Cc1ccco1)C(=O)CNS(=O)(=O)c1ccccc1 (configuration not stated),-3%
O=C(NCc1ccco1)c1cc2c(s1)CSC2,12%
COc1cccc(Cn2c(=O)c(-c3ccc(F)cc3)nc3cnc(N4CCOCC4)nc32)c1,0%
CCOC(=O)c1sc2ncn(/N=C/N(C)C)c(=O)c2c1C,-1%
O=C(c1ccc2c(c1)OCO2)N1CCN=C1SCc1cccnc1,5%
O=C(Cn1cnc2c(cnn2-c2ccc(F)cc2)c1=O)N1CCN(c2ccccc2F)CC1,14%
Cc1ccc(N(CC(N)=O)C2SC(=O)N(Cc3ccccc3)C2=O)cc1 (configuration not stated),1%
CC1CN(C(=O)c2cn3ccccc3n2)CC(C)O1 (configuration not stated),-1%
COC(=O)[C@H]1C[C@@H]1[C@H](NC(C)=O)c1ccccc1,-2%
C=CCn1c(=N)n(CC(O)COc2ccccc2OC)c2ccccc21 (configuration not stated),7%
O=c1c(O)c(-c2ccc(O)cc2)oc2cc(O)ccc12,2%
CCn1nc(C(=O)OC2CCOC2=O)c2ccccc2c1=O (configuration not stated),1%
Cc1nc2cncc(Br)c2n1C,8%
CC(C)Oc1ccc(C(=O)NCc2ccco2)cc1,-4%
O=S(=O)(Nc1ncccn1)c1ccc(Nc2ncnc3ccccc23)cc1,-3%
O=NN(c1ccccc1)c1ccccc1,8%
Cc1ccc(N2C(=O)Nc3ccc(Br)cc3C2(O)C(=O)NCCCN(C)C)cc1C (configuration not stated),-1%
Cc1c(Cl)cccc1N1C(=O)c2ccccc2C1=O,0%
O=C(NC1CCCCCCC1)C1CCN(S(=O)(=O)N2CCCC2)CC1,-2%
COc1cccc(-c2cc(NCc3cnc(C)cn3)ncn2)c1,10%
Cc1cc(NC(=O)CSc2c(C)[nH]c3ccccc23)no1,8%

# High-throughput results: PubChem, National Center for Advancing Translational Sciences (NCATS)
